AMA1 RON2 block – qHTS for Inhibitors of AMA1-RON; Towards Development of Antimalarial Drug Lead: Primary Screen | Plasmodium falciparum AMA1 (3D7) - RON2 peptide interaction | AlphaScreen AMA1-biotinylated RON2 peptide binding | Potency, µM (titrated, usually from 58.2 µM), without a hit: at the top dose activity change, negative = inhibition, actives largely listed as inhibitors | actives 0.2% (n = 360,000); active = well fitted inhibition curve with a large enough effect; inconclusive = small, poorly fitted or top-dose-only effect; inactive = no such curve, though single readings can be large or run the other way;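 note: potency is the fitted concentration of half-maximal effect; 0% = vehicle wells and -100% = peptide control; nearly all actives have a fitted effect of over 45% in size; some results filed as inactive show a strong effect at the top dose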
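AMA1 (3D7) with his tag at 25 nM final met compounds first, then biotinylated RON2 peptide at 25 nM; detection used donor plus acceptor beads, 10 µg/mL apiece, read by AlphaScreen after 30 min at room temperature.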
HCMV inh – qHTS Assay for inhibitors of the human cytomegalovirus (HCMV) | HFF cells, HCMV-luciferase reporter, 72 h; stronger effect = lower value | activity change, negative = inhibition, % at 57.5 µM | actives 4.5% (n = 410,000) | AID 1259415, 2018; in the data active = activity change below about -60%; inconclusive = no clear call, values can overlap the other calls; inactive = above about -39%
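Cell-based, HFFs, 1000 cells/well, 16 h 37C; cpds in DMSO + HCMV-luc, MOI 1 PFU/cell; 72 h 37C; OneGlo luminescence after 5 min RT; norm. to buffer vs Salinomycin 10uM.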
An asterisk follows results filed as active; u = inconclusive; [ ] = dose if it differs, or a comment. Unless noted, % is set by controls: 0 for no effect and ±100 for the full control effect.

nr	Structure	HCMV inh	AMA1 RON2 block
1	Cc1ccc(S(=O)(=O)Nc2ccc3c(c2)C(=O)N([C@@H](C)CO)C[C@@H](C)[C@@H](CN(C)C(=O)NC2CCCCC2)OCCCC[C@H](C)O3)cc1	-4	22%
2	CC(C)NC(=O)N[C@H]1CC[C@H](CC(=O)NCc2ccc(Oc3ccccc3)cc2)O[C@@H]1CO	1	11%
3	O=S(=O)(c1ccc(F)c(F)c1)N1CCCCCCC1	-22	7%
4	CN(C)c1cccc(-c2cc(Nc3ccc(C(C)(C)C)cc3)ncn2)c1	2	-12%
5	CCCCCC[n+]1ccccc1/C=C/c1ccc(N(C)C)cc1	-97*	-9%
6	CCc1nc2ccc(C(=O)Nc3ccc(OC)c(OC)c3)cn2c1N(C)Cc1ccc(OC)cc1	50	u
7	CCCn1c(=S)[nH]c2cc(C(=O)N3CCN(c4ccc(F)cc4)CC3)ccc2c1=O	6	93%[activator]
8	O=C1Nc2ccccc2N=C(c2ccccc2)C1N(C(=O)c1ccnc2ccccc12)c1ccccc1 (stereo unspecified)	26	0%
9	CN(C)c1cccc(NC(=O)C2Cc3c(-c4ccc(Cl)cc4)ccnc3O2)c1 (stereo unspecified)	-29	25µM*
10	CCC(c1nnnn1-c1ccc2c(c1)OCCO2)N1CCC2(CC1)C(=O)NCN2c1ccccc1 (stereo unspecified)	-15	-1%

Entries of single compounds as entered above.
Listed for CCCn1c(=S)[nH]c2cc(C(=O)N3CCN(c4ccc(F)cc4)CC3)ccc2c1=O : HCMV inh = 6; AMA1 RON2 block = 93%[activator]
Listed for CCC(c1nnnn1-c1ccc2c(c1)OCCO2)N1CCC2(CC1)C(=O)NCN2c1ccccc1 (stereo unspecified) : HCMV inh = -15; AMA1 RON2 block = -1%

The list continues:
nr	Structure	HCMV inh	AMA1 RON2 block
11	C#CCN(C[C@@H]1[C@@H](OC(=O)Nc2cccs2)[C@@H](OC(=O)Nc2cccs2)Cn2c(=O)ccc(=O)n21)S(=O)(=O)c1ccc(C)cc1	-103*	-2%
12	Cc1ccc2ccc(C(Nc3ccccc3)c3ccc(C(C)C)cc3)c(O)c2n1 (stereo unspecified)	-17	50%[activator]
13	CCCCn1c(O)c2n(c1=O)Cc1ccccc1N=C2c1ccc(OC)cc1	31	-7%
14	CC1(C)Cc2cccc(OC(=O)NC3CCCCC3)c2O1	-24	1%
15	Cn1nc(C(C)(C)C)cc1C(=O)N1CCCCC1c1cc(C(=O)Nc2cccc3c2CCCC3)no1 (stereo unspecified)	u	0%
16	Cc1cccc(-c2cc(N3CCCN(C)CC3)n3nccc3n2)c1	-16	-9%
17	C[C@H]1CN([C@@H](C)CO)C(=O)c2cc(C#Cc3cccnc3)cnc2O[C@H]1CN(C)Cc1ccc(F)cc1	-2	-2%
18	CCCCN1C(=O)C(CC(=O)NCC2CCCCC2)CC(C(=O)N(C)C)=C1C (stereo unspecified)	-105*	1%
19	CCc1nc2c(OCCOc3ccc(F)cc3)cccn2c1N(C)C(=O)c1ccccc1F	-23	-11%
20	COc1cccc(C(NC(C)=O)c2nc(/C=C/c3ccccc3)cs2)c1 (stereo unspecified)	0	-18%
21	CCCc1c(C(=O)N/N=C/C2CC=CCC2)nnn1-c1nonc1N (stereo unspecified)	15	54%[activator]
22	Cc1noc(C)c1-c1ccc(C(=O)NCc2ccccc2)c2occc12	60	0%
23	COc1ccc(NC(=O)[C@H](C)NS(=O)(=O)c2ccc(NC(C)=O)cc2)cc1Cl	u	-5%
24	CCOC(=O)c1ccc(-c2ccc(N3C(c4cccc(OC)c4)=Cc4ccc(F)cc4C3CC(C)=O)cc2)cc1F (stereo unspecified)	-19	16%
25	CC(=O)Nc1ccc(C(=O)N2CCCCC2c2cc(C(=O)Nc3cccc4c3CCCC4)no2)cc1 (stereo unspecified)	-8	-2%
26	COCCNC(=O)C1(C)CCCN(C(=O)c2cccc(C#N)c2)C1 (stereo unspecified)	2	2%
27	O=C(OCc1cn([C@@H]2C[C@H](c3ccc(Cl)cc3)N(C(=O)c3cccs3)C[C@H]2O)nn1)c1ccccc1	30	-6%
28	COC(=O)[C@@]1(Cc2ccc(F)cc2)[C@H]2c3cc(C(=O)N(C)C)n(CCc4c[nH]c5ccc(O)cc45)c3C[C@H]2CN1C(=O)c1ccccc1	9	-10%
29	CCCCNC(=O)C1(C)CCN1C(=O)Cc1ccc(OC)cc1 (stereo unspecified)	8	-4%
30	Cc1ccc(S(=O)(=O)N(C)C[C@@H]2Oc3ncc(Br)cc3C(=O)N([C@H](C)CO)C[C@H]2C)cc1	4	16%

Quoted at random: 2 entries already listed
nr	Structure	HCMV inh	AMA1 RON2 block
23	COc1ccc(NC(=O)[C@H](C)NS(=O)(=O)c2ccc(NC(C)=O)cc2)cc1Cl	u	-5%
25	CC(=O)Nc1ccc(C(=O)N2CCCCC2c2cc(C(=O)Nc3cccc4c3CCCC4)no2)cc1 (stereo unspecified)	-8	-2%

Remaining list, next part
nr	Structure	HCMV inh	AMA1 RON2 block
31	CC1(C(=O)NS(=O)(=O)c2cccc(Cl)c2)CCN1C(=O)c1cccc2ccccc12 (stereo unspecified)	-1	-3%
32	Cc1ccc([C@H]2N[C@]3(CCCN(CC4CCCCC4)C3=O)[C@H]3C(=O)N(Cc4ccccc4)C(=O)[C@@H]23)cc1	-36	-9%
33	O=C(Nc1ccc([N+](=O)[O-])cc1Cl)c1cccc([N+](=O)[O-])c1	1	-5%
34	COC(=O)[C@]12CCCCC=C1N(Cc1ccco1)C(=O)[C@H](CC(=O)N1CCN(C(=O)c3ccco3)CC1)C2	17	2%
35	COCCNc1oc(/C=C/c2cccc(OC)c2)nc1S(=O)(=O)c1ccccc1	60	43%[activator]
36	CC(=O)Nc1ccc(S(=O)(=O)N[C@@H](C)C(=O)OCC(=O)c2ccc(Br)s2)cc1	-34	5%
37	N#Cc1cccc(OCCCN2CCC(C(O)(c3ccccc3)c3ccccc3)CC2)c1	9	-7%
38	C[C@@H]1CCCCO[C@@H](CN(C)C(=O)CCC(F)(F)F)[C@@H](C)CN([C@H](C)CO)C(=O)c2cc(N(C)C)ccc2O1	-12	-1%
39	COc1ccc(-c2cc(NC=O)c3ncc(-c4cccc(OC)c4)n3c2)cc1	-14	28%
40	CC(C)(C)c1ccc(C(=O)N2CCC2(C)C(=O)NCc2cccs2)cc1 (stereo unspecified)	u	u
41	Cn1ccc2c(-c3cccc(C=O)c3)cc3c(c21)C1CCC3C1 (stereo unspecified)	-11	0%
42	CC(C)C1CCN(C(=O)C2CCC(=O)N(C3CCCCCC3)C2)CC1 (stereo unspecified)	-16	-8%
43	CC(C)(C)c1ccc(CC(=O)N2CCC2(C)C(=O)NCCC#N)cc1 (stereo unspecified)	-7	0%
44	COc1ccc(SCC(O)Cn2c3ccccc3c3ccccc32)c(OC)c1 (stereo unspecified)	-14	-4%
45	CCCCn1nnnc1C(c1cccc(OC)c1OC)N1CCC2(CC1)C(=O)NCN2c1ccccc1 (stereo unspecified)	-18	-17%
46	Cc1ccccc1OCC(=O)OCC(=O)NC1CCCC1	-37	-5%
47	O=C1NC[C@H](CCCCN2C[C@H](Cc3ccccc3)N(CC3CCCCC3)C(=O)C2=O)N(CCC2CCCCC2)C1=O	-2	4%
48	Cc1c(Cl)cccc1N=C1NC(=O)CS1	74	1%
49	O=C(COc1ccccc1)Nc1c2c(nn1-c1ccc(F)cc1)CS(=O)C2 (stereo unspecified)	5	-1%
50	CC(C)=CCn1c2ccc(NC(=O)Nc3cccnc3)cc2c(=O)n1C	-13	13%

Continued, overlapping the part above by 3 compounds.
nr	Structure	HCMV inh	AMA1 RON2 block
48	Cc1c(Cl)cccc1N=C1NC(=O)CS1	74	1%
49	O=C(COc1ccccc1)Nc1c2c(nn1-c1ccc(F)cc1)CS(=O)C2 (stereo unspecified)	5	-1%
50	CC(C)=CCn1c2ccc(NC(=O)Nc3cccnc3)cc2c(=O)n1C	-13	13%
51	COCCCNc1ccn2nc(-c3ccccc3)cc2n1	57	-4%
52	C[C@H]1CN([C@@H](C)CO)C(=O)CCCn2cc(nn2)CO[C@@H]1CN(C)C(=O)Cc1ccccc1	12	21%
53	CCOC(=O)C1=CCN(S(=O)(=O)c2ccc(Br)cc2)C1c1ccccc1 (stereo unspecified)	-32	15%
54	CC(=O)Nc1ccc(C(=O)N2CCCCC2c2cc(C(=O)NC(C)C)no2)cc1 (stereo unspecified)	5	11%
55	COc1ccccc1OCC(=O)N/N=C(\C)c1ccc2ccccc2c1	-13	3%
56	COc1ccc(C2C3C=CC(C3)C2C(=O)O)cc1 (stereo unspecified)	-19	0%
57	O=C(NC1CCCC1)C1c2ccccc2OCC(=O)N1Cc1ccco1 (stereo unspecified)	1	-7%
58	CC(=O)C[C@@H]1OC[C@H](C)N1S(=O)(=O)c1ccc(C)cc1	3	6%
59	O=C(NCc1ccccc1)c1cc(C2COCCN2C(=O)c2ccc3c(c2)CCO3)on1 (stereo unspecified)	-38	12%
60	CC(=O)N1CCN(c2cc(-c3ccccc3)nc3cc(-c4cccc(Cl)c4)nn23)CC1	-89*	4%
61	CC(CNC(=O)CC[C@H]1O[C@@H](n2ccc(=O)[nH]c2=O)[C@H](O)[C@@H]1O)c1ccccc1 (stereo partly specified)	-10	6%
62	COc1cccc(C(NC(C)=O)c2nc(-c3csc4ccccc34)cs2)c1 (stereo unspecified)	-4	-16%
63	COc1ccc(S(=O)(=O)N2CCC[C@H]2C(=O)N2CCC[C@H]2C(=O)NCc2ccccn2)cc1C	-2	9%
64	COC1=CC(=O)OC(c2ccc(C#N)cc2)C1 (stereo unspecified)	-3	3%
65	O=C(Nc1nc(-c2ccc3c(c2)OCCO3)cs1)c1ccc(Br)o1	-1	0%
66	OCCNc1ncnc2c1ncn2[C@H]1CN(Cc2cccs2)C[C@@H](CO)O1	-20	-4%
67	CS(=O)(=O)N1Cc2cc(C(=O)NCC3CC3)nc(-c3cccc(-c4cccnc4)c3)c2[C@@H]1CCO	16	10%
68	COc1ccccc1CNc1nc(-c2ccccc2CO)c2sccc2n1	12	6%
69	O=C1NC[C@H](CCCCN2CCN(CCc3ccccc3)C(=O)C2=O)N(CC2CCCCC2)C1=O	-10	-6%
70	CCn1c2ccccc2nc2cc3c(cc21)c(Cl)c(=O)c1ccccc13	-31	-20%
71	FC(F)(F)Oc1ccccc1C(c1nnnn1C1CCCCC1)N1CCN(C/C=C/c2ccccc2)CC1 (stereo unspecified)	-30	-2%
72	COc1cc(Cl)ccc1OCc1cc(C(=O)N2CCN(C)C(=O)[C@@H]2C)no1	70	-4%
73	Cc1coc2c(C)c3oc(=O)c(CCC(=O)N[C@H](C(=O)O)C(C)C)c(C)c3cc12	15	0%
74	COc1cc([N+](=O)[O-])c(C)cc1NC(=O)c1ccc(OC)c(OC)c1	0	0%
75	CCCCNC(=O)C1(C)CCC(=O)N1C1CC1 (stereo unspecified)	-7	29%
76	O=C1NC[C@@H](CCCCN2CCN(CC3CCCCC3)C(=O)C2=O)N(CCC2CCCCC2)C1=O	-11	-10%
77	Cc1ccc(S(=O)(=O)/N=C2\C=C(NS(=O)(=O)c3ccc(C)cc3)C(=O)c3ccccc32)cc1	-5	-12%
78	CCOC(=O)[C@]12CCCC=C1N(CCC1=CCCCC1)C(=O)[C@H](CC(=O)NCc1cccs1)C2	-7	-17%
79	CC(=O)Nc1cccc(-c2ccnc3c2CC(C(=O)Nc2cccc(OC(F)(F)F)c2)O3)c1 (stereo unspecified)	-11	-6%
80	Cc1cc(Br)ccc1NC(=O)CN(C)C(=O)c1ccccc1OCc1c(C)noc1C	-15	-6%
81	CC(C)[C@H](NC(=O)c1ccc(Cl)cc1)C(=O)Nc1cccc(S(=O)(=O)N2CCOCC2)c1	-37	-6%
82	O=S(=O)(c1ccccc1)N1CC2CC(Br)C(Br)CC21 (stereo unspecified)	-16	18%
83	Cc1nc2cc(NC(=O)C3(C)CCCN(C(C)C)C3)ccc2o1 (stereo unspecified)	71	-3%
84	c1ccc2c(c1)nnn2-c1ccncc1	0	-4%
85	COc1cccc(-c2cnc3cccnn23)c1	-30	21%
86	O=C(NCc1cccc(C(F)(F)F)c1)c1csc([C@H]2C[C@H](O)[C@@H](CO)O2)n1	-21	15%

A portion of the library; rates above refer to the full screens.
